# TGFb SMAD3 inh = TGF-b pathway inhibition; actives 1.2% (n = 410,000); HepG2 CAGA-GFP TGF-b/SMAD3 reporter, GFP fluorescence, 18 h; TGF-beta stimulated, 500 pg/mL final; Potency, µM (titrated, usually from 46.1 µM), for the others: top-dose activity, negative = inhibition, actives largely listed as inhibitors; note: potency is the fitted concentration of half-maximal effect; % is set by controls: 0 for no effect and ±100 for the full control effect; nearly all actives have a fitted effect of over 65% in size
#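 TGF-beta reporter screen: HEPG2 CAGA-GFP, 1% FBS, 500 pg/mL TGF-beta final, 18 h; per-cell GFP summed per well; curves fitted and categorized by class.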
# HepG2 viability = HepG2 cytotoxicity, counter-screen for TGF-b inhibitors. HepG2 CAGA-GFP viability, ATP luminescence, 18 h. Potency, µM (series often up to 46.1 µM), without a hit: at the top dose activity change, negative = cytotoxicity, actives largely listed as cytotoxic. actives 0.76% (n = 410,000); note: potency is the fitted concentration of half-maximal effect; some results filed as inactive show a strong effect at the top dose
#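 CellTiter-Glo luminescence gave cytotoxicity after 18 hours at 37 degrees C. The cells were HepG2 CAGA-GFP in 1% FBS DMEM, stimulated with 500 pg/mL TGF-beta after compound addition. %Activity was normalised to no-cell wells (complete cell-killing) and DMSO (no toxicity), and curves were fitted and classified.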
# ATXN2 expr inh = inhibitors of ATXN2 expression | HEK-293 ATXN2-luciferase reporter, luminescence, 24 h | actives 0.72% (n = 360,000) | Potency, µM (titrated, usually from 57 µM), without a hit: top-dose activity change, negative = inhibition, most hits filed as inhibitors | AID 1745845; note: potency is the fitted concentration of half-maximal effect; % is set by controls: 0 for no effect and ±100 for the full control effect; nearly all actives have a fitted effect of over 55% in size
#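 qHTS (up to 57 uM final) was run with 24 h compound exposure of reporter cells at 37 °C. Each well was multiplexed: SteadyGlo luminescence measured ATXN2-luciferase expression after a fluorogenic Gly-Phe-AFC viability readout (25 uM final).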
# MCF10A rereplic = inducers of DNA re-replication in MCF 10A breast cells; MCF 10A DNA re-replication, Hoechst nuclear intensity, 48 h; Potency, µM (titrated, usually from 46.1 µM), without a hit: at the top dose activity, positive = re-replication, most hits filed as activators; actives 2.9% (n = 350,000); note: potency is the fitted concentration of half-maximal effect; % of control where 0% means no effect; nearly all actives have a fitted effect of over 50% in size
# ATXN viability = cell viability loss in ATXN counter-screen | Potency, µM (doses to about 56.7 µM), most hits filed as cytotoxic | S2 cells (HEK-293 line with an ATXN2-luciferase reporter) viability, CellTiter-Fluor protease fluorescence, 24 h | actives 0.49% (n = 400,000); note: potency is the fitted concentration of half-maximal effect; nearly all actives have a fitted effect of over 40% in size
# Nrf2 ARE act = activators of Nrf2 (ARE) signaling. AREc32 ARE-luciferase reporter (MCF7-derived line), luminescence, 24 h. Potency, µM (top dose mostly 46.1 µM), for inactives: top-dose activation, usual class: activators. actives 0.31% (n = 410,000); note: potency is the fitted concentration of half-maximal effect; % of control where 0% means no effect; nearly all actives have a fitted effect of over 65% in size
#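 Luminescent ARE reporter assay in AREc32_Fluc cells: overnight plating at 37 deg C, 24 hr compound incubation, Steady-Glo added, 30 min RT before reading.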
# Nrf2 inh = inhibitors of Nrf2 signaling | A549 ARE-Fluc reporter, luciferase luminescence, 18-24 h | actives 2.1% (n = 360,000) | Potency, µM (highest dose often 46 µM), for the others: top-dose activity change, negative = inhibition, usual class: inhibitors | AID 504444; note: potency is the fitted concentration of half-maximal effect; % is set by controls: 0 for no effect and ±100 for the full control effect; nearly all actives have a fitted effect of over 60% in size
#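 In this cell-based qHTS, ARE-driven firefly luciferase in A549 cells reports Nrf2 activity; the luminescent signal after BugLite lysis is the measured value, with a prior CellTiter-Fluor read for cell health.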
# IL-1B inflam inh = inflammasome signaling inhibition, IL-1 beta readout; THP-1 LPS/ATP IL-1B secretion, AlphaLISA, 16 h; hits give low values; actives 4.7% (n = 360,000); activity change, % at 57.5 µM; in the data active = activity change below about -50%; inconclusive = mostly about -30% to -49%; note: % is set by controls: 0 for no effect and ±100 for the full control effect
#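 Secreted IL-1B measured by AlphaLISA bead assay after 16 h compound exposure of THP-1 cells; compounds (final up to 57.5 uM) added 1 h before LPS (250 ng/mL) and ATP (1.25 mM) stimulation; lower signal means less secretion.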
# A549 tox = kills or reduces viability of A549 cells in Nrf2 counter-screen | actives 0.16% (n = 390,000) | AID 504648 | A549 ARE-Fluc cells, CellTiter-Fluor viability, 18-24 h | Potency, µM (series often up to 46 µM), for inactives: at the top dose activity change, negative = cytotoxicity, usual class: inhibitors; note: potency is the fitted concentration of half-maximal effect; % is set by controls: 0 for no effect and ±100 for the full control effect
#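 A549 ARE_Fluc cells in 5% FBS OPTI-MEM were exposed to compounds in concentration-response for 18-24 h at 37 deg C. Viability was read by CellTiter-Fluor fluorescence (Ex 405/Em 525) after 30 min, before the luciferase read.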
# Numbers without * were called inactive; i = inactive; ? = inconclusive; / = no result given; [ ] = another dose, or the depositor's remark. Unless noted, calls come from the whole dose curve; as a rule, active = well fitted curve in the direction sought with a large enough effect; inconclusive = small, poorly fitted or top-dose-only effect, or another doubt; inactive = no such curve, though single readings can be large; an effect the other way counts as inactive or inconclusive.
Molecule	MCF10A rereplic	A549 tox	Nrf2 inh	ATXN viability	HepG2 viability	ATXN2 expr inh	TGFb SMAD3 inh	IL-1B inflam inh	Nrf2 ARE act
Cc1ccc(N2CC(c3nc4ccccc4[nH]3)CC2=O)c(C)c1 (stereo not given)	8%	15%	2%	i	-15%	-14%	-3%	11	0.5%
Cc1noc(C)c1C(=O)OCC(=O)Nc1ncc(Cl)c(C)c1Cl	1%	0%	21%	i	-3%	10%	20%	33	-0.8%
CCCN(CCC)Cc1cc(=O)oc2cc(OC)c(Cl)cc12	/	/	/	i	-2%	9%	?	-14	0.2%
CC1C(=O)N2CCCc3cc(NC(=O)C(=O)NCCc4ccc(F)cc4)cc1c32 (stereo not given)	?	-3%	?	i	-3%	1%	12%	13	2.3%
O=C(Nc1nccs1)c1ccc(CSc2nnnn2-c2ccccc2)cc1	-3%	1%	/	i	-25%	1%	-5%	?	3.2%
CCCNc1ccc(S(=O)(=O)N(C(C)C)C(C)C)cn1	7%	2%	19%	i	-28%	-16%	7%	10	-0.1%
Cc1ccc(C(=O)CCC(=O)Nc2ncccc2O)cc1	-2%	1%	3%	i	-3%	-1%	-7%	-11	0.2%
Cc1ccc(NC(=O)c2ccc3nc[nH]c3c2)nc1	?	-9%	-3%	i	-6%	-20%	-2%	8	-0.5%
CCCn1c(SCC#N)nc2c(c1=O)C1(CCCC1)Cc1ccccc1-2	?	-11%	-24%	i	-28%	3%	?	6	0.5%
N=c1c(C(=O)NCc2ccc(F)cc2)cc2c(=O)n3ccccc3nc2n1CCCN1CCOCC1	2.8µM*	9%	12%	i	3%	-31%	-2%	-16	0.6%
CCOC(=O)N1CCC(=NNc2nc3ccccc3s2)CC1	?	-5%	-7%	i	-28%	8%	?	40	9.4%
O=C(N/N=C/c1ccco1)c1ccc(Br)o1	-6%	-7%	15%	i	-5%	2%	-15%	-23	?
COc1ccc(Nc2nc(NCc3ccco3)nc(N)c2[N+](=O)[O-])cc1	-22%	-2%	-13%	i	8%	-8%	2%	/	2.7%
CCc1nnc(NC(=O)C2CCCN(C(=O)c3ccc(Cl)cc3)C2)s1 (stereo not given)	12%	6%	7%	?	-13%	/	2%	-3	5.5%
O=c1oc2ccccc2cc1NCc1ccccc1O	4%	4%	?	?	-25%	2%	-28%	-4	14%

# One compound at a time, from the list above. Screens in order: MCF10A rereplic	A549 tox	Nrf2 inh	ATXN viability	HepG2 viability	ATXN2 expr inh	TGFb SMAD3 inh	IL-1B inflam inh	Nrf2 ARE act
# CCCNc1ccc(S(=O)(=O)N(C(C)C)C(C)C)cn1 across the screens: 7%	2%	19%	i	-28%	-16%	7%	10	-0.1%
# COc1ccc(Nc2nc(NCc3ccco3)nc(N)c2[N+](=O)[O-])cc1 across the screens: -22%	-2%	-13%	i	8%	-8%	2%	/	2.7%

# New compounds follow.
Molecule	MCF10A rereplic	A549 tox	Nrf2 inh	ATXN viability	HepG2 viability	ATXN2 expr inh	TGFb SMAD3 inh	IL-1B inflam inh	Nrf2 ARE act
COc1ccc(-c2nc3ccc(Br)cn3c2CC(C)(C)C)cc1OC	/	/	/	i	-5%	-3%	-1%	23	4.7%
COc1ccc2[nH]c(C(=O)O)c(NS(=O)(=O)c3ccc(Cl)s3)c2c1	?	-5%	11%	i	7%	12%	10%	18	-0.3%
CC(=O)c1ccc(N2CCN(C(=O)C(=O)c3cn(CC(=O)N4CCOCC4)c4ccccc34)CC2)cc1	/	/	/	i	-53%	/	-1%	-18	-2.5%
CCC(C)c1ccc(NC(=O)C2CC3CCC2C3)cc1 (stereo not given)	7.3µM*	-10%	?	i	-13%	77%[activator]	5%	-55*	5.4%
Cc1[nH]c2ccc(F)cc2c(=O)c1SC(F)(F)C(F)C(F)(F)F (stereo not given)	-3%	-6%	?	?	1%	-11%	-29%	-2	-0.5%
Cc1c(C)c2cc3c(c(C)c2oc1=O)OCN(CCc1ccc(F)cc1)C3	/	1%	-2%	/	-19%	10%	-6%	/	-0.5%
CCc1ccc(NC(=O)Nc2c(C)n(C)n(-c3ccccc3)c2=O)cc1	-4%	0%	4%	i	-1%	6%[11.3 µM]	1%	8	0.2%
Cc1cccc(-c2nnc(SCC(=O)N3CCCCC3)o2)c1	/	-7%	?	i	-3%	13%	-6%	/	4.6%
CC(C)C[C@H](NC(=O)c1nc[nH]c1C(=O)N1CCN(c2ccccc2)CC1)C(=O)OC(C)(C)C	-16%	-10%	4%	i	-32%	58%[activator]	?	-25	4.6%
CC(C)OC(=O)C1C2C=CC3(CN(CC4CCCO4)C(=O)C13)O2 (stereo not given)	3%	-1%	6%	i	3%	2%	-3%	16	-0.5%
O=S1(=O)CCC(N=Nc2c(O)n(Cc3ccccc3)c3ccccc23)C1 (stereo not given)	1%	10%	-14%	i	-4%	-9%	7%	-9	0.6%
CC(NC(=O)CSC(=S)N(C)C)C12CC3CC(CC(C3)C1)C2 (stereo not given)	16%	8%	4%	i	-15%	-1%	?	12	0.5%
COc1ccc(S(=O)(=O)Nc2ccccc2C(=O)NCc2ccco2)cc1	?	1%	-5%	i	11%	-3%	-1%	12	2.4%
CCOC(=O)N1CCN(Cc2nc3cc(NC(=O)c4ccco4)ccc3n2C)CC1	-6%	1%	2%	i	-13%	/	-7%	9	0.7%
O=C(Nc1ccc(Br)cc1)c1cc(-c2ccc3c(c2)OCO3)on1	-2%	3%	7%	i	-20%	-18%	-8%	0	-0.1%
O=c1cc(Nc2ccc3c(c2)OCO3)[nH]c(=O)n1-c1ccc(Br)cc1	-1%	-17%	?	i	-34%	-29%	-17%	20	5.2%
S=C(NCC1CCCO1)c1ccc(Br)cc1 (stereo not given)	?	5%	-26%	i	-6%	-1%	17%	-84*	1.4%
C[C@@H]1CN([C@@H](C)CO)S(=O)(=O)c2ccc(Br)cc2O[C@H]1CN(C)C(=O)CN(C)C	/	/	/	i	-41%	5%	11%	-13	0.1%
CC(=O)OC(C(=O)NC1CCCCC1)c1ccccc1Cl (stereo not given)	-4%	7%	5%	i	6%	/	?	?	1.2%
Cc1ccc(N(C)S(=O)(=O)c2ccc3[nH]cc(C(=O)NCCCN4CCOCC4)c(=O)c3c2)cc1C	14%	3%	10%	i	5%	-2%	26%	10	0.3%
Cc1ccc(S(=O)(=O)N2CCN(C(=O)CCC(=O)Nc3ccc(F)cc3F)CC2)cc1	-6%	2%	-20%	i	2%	4%	2%	?	-0.9%
CC(C)N1C(=O)C(=O)N(CC(=O)N2CCc3ccccc32)C1=O	-8%	-5%	5%	i	-18%	/	7%	16	0.1%
OCC(C#CCN1CCCCC1)NCc1ccccc1 (stereo not given)	10%	1%	-12%	i	3%	-1%	13%	-3	0.0%
COc1ccc(N2CCN(C(CNC(=O)C(=O)NC3CCCC3)c3ccco3)CC2)cc1 (stereo not given)	15%	0%	10%	i	-1%	1%	8%	8	-0.2%
COc1cccc(C(=O)/C=C/Nc2ccc(S(=O)(=O)Nc3cc(OC)nc(OC)n3)cc2)c1	?	-12%	-24%	i	-4%	-11%	?	7	3.0%
CN1C(=O)/C(=C/c2cccc([N+](=O)[O-])c2)C(=O)N1c1ccccc1	?	-14%	-26%	i	-9%	-6%	-13%	-19	0.3%
COc1ccc(-c2cc(C(=O)NCCCN3CCCC3=O)c3ccccc3n2)cc1OC	18%	-2%	-20%	i	-4%	8%	0%	0	-0.9%
Cc1noc(C)c1COc1ccc(C(=O)N2CCCC(C(N)=O)C2)cc1 (stereo not given)	4%	3%	-6%	i	24%	-14%	14%	?	0.0%
CCOc1ccc(S(=O)(=O)/N=C(/Nc2ccc(C(C)=O)cc2)c2ccccc2)cc1	17%	-2%	?	i	-11%	3%	?	-12	5.8%
CC(Nc1ccccc1)c1cccnc1 (stereo not given)	-4%	9%	9%	i	4%	-15%	8%	0	-0.6%
CC1=C(C(=O)OCCOc2ccccc2)C(c2coc3ccccc3c2=O)C2=C(CCCC2=O)N1 (stereo not given)	?	-7%	?	i	5%	/	15%	18	4.5%
CCCN(CC(=O)Nc1ccccc1C)C(=O)/C=C/c1ccc(S(=O)(=O)N2CCCCCC2)cc1	3%	-19%	-17%	i	-7%	4%	-2%	-16	0.4%
COc1ccc(OC)c(Nc2ncnc3c2cnn3-c2cccc(C)c2)c1	?	-12%	-11%	i	-30%	4%	5%	6	0.8%
CN(c1ccccc1)S(=O)(=O)c1ccc(NC(=O)C2CCCCC2C(=O)O)cc1 (stereo not given)	-4%	11%	/	i	-1%	2%	?	-11	0.1%
COc1ccccc1N1CCN(C(=O)Cn2nc(C(F)(F)F)c3c2CCC3)CC1	3%	-12%	-5%	i	-8%	-5%	0%	-4	-0.2%
COc1ccc(-c2nc3c4ccccc4[nH]c(=O)n3n2)cc1	11%	-3%	?	i	-15%	33%[activator]	-14%	15	3.6%
COc1ccc(Nc2ncnc3onc(-c4ccc(Cl)cc4)c23)cc1Cl	/	-11%	-7%	?	-3%	-23%	-22%	/	0.3%
CC(=O)N(Cc1cccs1)C1CCOC(C)(C)C1 (stereo not given)	-2%	-1%	/	i	-17%	-20%	9%	14	0.4%

# Records listed so far printed as active in IL-1B inflam inh:
canonical_smiles,Nrf2 inh,TGFb SMAD3 inh,IL-1B inflam inh,Nrf2 ARE act
CCC(C)c1ccc(NC(=O)C2CC3CCC2C3)cc1 (stereo not given),?,5%,-55*,5.4%
S=C(NCC1CCCO1)c1ccc(Br)cc1 (stereo not given),-26%,17%,-84*,1.4%

# Source: PubChem
